# High-throughput results: PubChem, several laboratories
# STK33 kinase inh: inhibitors of human STK33 kinase; Q9BYT3; purified STK33, MBP phosphorylation, ADP-Glo luminescence; inhibition, % at 10 µM; hit rate 0.073% among 320,000; AID 2661;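 active means inhibition at or above 25%, using the most active replicate where run in duplicate; inactive means inhibition below 25%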
# Target sequence (Q9BYT3 whole entry, looked up): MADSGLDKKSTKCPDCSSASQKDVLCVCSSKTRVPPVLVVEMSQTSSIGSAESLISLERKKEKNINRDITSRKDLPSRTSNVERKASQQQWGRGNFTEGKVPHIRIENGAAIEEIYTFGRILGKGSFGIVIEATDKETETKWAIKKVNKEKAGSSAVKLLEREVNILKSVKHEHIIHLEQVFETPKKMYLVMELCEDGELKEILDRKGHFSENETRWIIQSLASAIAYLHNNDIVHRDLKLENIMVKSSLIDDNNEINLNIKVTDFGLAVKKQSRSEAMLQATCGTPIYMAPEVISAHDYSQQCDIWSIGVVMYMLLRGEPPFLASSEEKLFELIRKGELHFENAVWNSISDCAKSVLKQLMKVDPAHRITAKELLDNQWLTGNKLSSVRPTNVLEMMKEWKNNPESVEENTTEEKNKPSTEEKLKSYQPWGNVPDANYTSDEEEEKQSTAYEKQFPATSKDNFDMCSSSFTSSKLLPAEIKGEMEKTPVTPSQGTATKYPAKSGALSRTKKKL
# OX1R antag: antagonists of human orexin 1 receptor (OX1R); O43613; OX1R-expressing cells, FRET antagonist read-out; inhibition, % at 6.6 µM; hit rate 1.8% among 330,000; AID 485270; in the data active means inhibition mostly above about 38%, no sharp cut-off; inactive means mostly below about 40%;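 further: 0% = agonist challenge alone and 100% = reference antagonist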
# Target sequence (O43613 whole entry, looked up): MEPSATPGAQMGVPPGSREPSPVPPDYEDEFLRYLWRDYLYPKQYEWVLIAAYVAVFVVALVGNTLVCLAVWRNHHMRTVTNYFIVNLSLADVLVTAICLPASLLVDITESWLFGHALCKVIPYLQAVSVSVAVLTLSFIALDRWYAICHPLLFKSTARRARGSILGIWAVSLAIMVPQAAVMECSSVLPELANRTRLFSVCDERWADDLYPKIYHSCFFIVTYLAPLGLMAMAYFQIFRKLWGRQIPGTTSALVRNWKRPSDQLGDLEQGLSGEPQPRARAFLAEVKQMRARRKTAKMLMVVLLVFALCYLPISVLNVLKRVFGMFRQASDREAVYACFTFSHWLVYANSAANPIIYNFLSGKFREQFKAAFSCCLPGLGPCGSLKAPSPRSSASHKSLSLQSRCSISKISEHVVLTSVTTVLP
# * hit, by the source's call; · = not tested or not shown.
# Value order – STK33 kinase inh	OX1R antag
C/C(=N\NC(=O)c1ccc(N(C)C)cc1)c1ccc(C)cc1C
  0.0	9.0
CCOc1ccc(N(CC(=O)Nc2ccccc2OC)S(C)(=O)=O)cc1
  -0.7	8.8
Cc1oc(-c2ccc3c(c2)OCCO3)cc1C(=O)NCC(=O)O
  -0.5	35.0
CCOC(=O)CNC(=O)CSc1nnc(C)c(=O)[nH]1
  -0.2	4.5
CN(C)c1ccc(C2OC(=O)C3(CCCC3)C(=O)C2(C)C)cc1 (stereo unspecified)
  -0.4	8.0
CC1CCCC(NS(=O)(=O)c2cccc3nsnc23)C1C (stereo unspecified)
  -1.3	16.4
CCc1ccc(C2C(C(=O)O)c3ccccc3C(=O)N2C)cc1 (stereo unspecified)
  0.0	0.3
O=S(=O)(c1ccccc1)N1CCN(CC2CC3C=CC2C3)CC1 (stereo unspecified)
  -0.3	18.3
Cc1cccc(-c2cc(C(=O)Nc3sc(C)c(C)c3C(N)=O)c3ccccc3n2)c1
  -1.7	1.5
N#CCCN(C(=O)COC(=O)COc1ccc(Cl)cc1)c1ccccc1
  -0.7	9.1
C=C(C)Cn1c(CN(C)Cc2ccccc2)nc2c1c(=O)n(C)c(=O)n2C
  -1.3	0.8
Cc1ccc(-c2nc(CS(=O)CC(=O)NC3CC3)c(C)o2)cc1 (stereo unspecified)
  1.2	11.3
O=C1Nc2ccccc2C12NCCc1c2[nH]c2ccccc12 (stereo unspecified)
  6.9	5.5
CCOc1ccc(NC(=O)CC2C(=O)N(c3ccccc3)C(=O)N2CCc2cccs2)cc1 (stereo unspecified)
  -1.0	22.1
Clc1ccc(Cn2ncc3c(NCc4ccccc4)ncnc32)c(Cl)c1
  -2.0	13.7
CC(=O)c1ccc(C(=O)NC2CCCN(Cc3ccc(Cl)cc3)C2)s1 (stereo unspecified)
  -0.8	·
CCC(=O)c1ccc(OCC(=O)N2CCc3cc(OC)c(OC)cc3C2)cc1
  1.6	33.8
CCOC(=O)c1c(-c2ccccc2)c(C(C)=O)c(=O)n(C)c1C
  -3.1	10.0
Cc1nn(C)c(C(=O)NNC(=S)Nc2ccc(Cl)cc2)c1[N+](=O)[O-]
  -0.5	0.0
CCC(=O)c1ccc(OCC(=O)N2CCCC2)c(OC)c1
  -0.4	2.5
Cc1nn(CC(=O)NCc2cc3ccccc3[nH]2)c(C)c1[N+](=O)[O-]
  0.9	13.9
Cc1ccc(NC(=O)CSc2nc(=O)cc(N)n2-c2ccccc2)cc1
  -0.4	0.2
CCc1ccc(N(C(=O)c2snc(C(N)=O)c2N)C(C(=O)NCC2CCCO2)c2cccs2)cc1 (stereo unspecified)
  0.5	23.4
COc1cccc(C=Nc2ccccc2C(=O)Nc2nccs2)c1OC
  -1.5	18.5
COC(=O)c1cc(C(=O)N2CCN(C(=O)c3ccco3)CC2)cc([N+](=O)[O-])c1
  -0.8	39.4
CN(C)S(=O)(=O)c1ccc(-c2csc(N/N=C/c3ccc(O)cc3)n2)cc1
  -0.7	15.1
CCOC(=O)c1nnn(-c2nonc2N)c1CN(CC)c1ccccc1
  -0.7	8.3
O=C1CSC(=Nc2ccccc2Cl)N1
  -0.1	17.2
CCCOc1cc(CC(=O)NCc2ccco2)ccc1OC
  -0.1	25.6
COc1ccc(OC)c(NC(=O)C2CCN(Cc3cnn(-c4ccccc4)c3-n3cccc3)CC2)c1
  -1.7	15.9
Cc1[nH]cc(Br)c(=O)c1Oc1ncc(C(F)(F)F)cc1Cl
  0.8	7.9
Cc1cc(C)c2nc(/N=C(\N)NC(=O)Nc3ccccc3)nc(C)c2c1
  0.5	21.2
CCCCn1c(=O)nc2n(-c3ccccc3C)c3ccccc3cc-2c1=O
  -0.6	17.1
CSCCC(NC(=O)COc1ccccc1)C(=O)N(C)Cc1cccc(F)c1 (stereo unspecified)
  0.6	15.4
Cc1ccc(CSCCC(=O)NCCC2=CCCCC2)cc1
  -1.1	17.4
COc1ccc(NC(=O)c2ccccc2OCc2ccc(F)cc2)c(OC)c1
  -0.9	7.4
O=CN(/C=C1\Sc2ccccc2C1=O)Cc1ccccc1
  -0.5	8.8
O=C(N/N=C/c1cccnc1)c1ccc2c(c1)OCO2
  -0.7	-4.6
Cc1onc(-c2c(F)cccc2Cl)c1C(=O)Nc1c(C)n(C)n(-c2ccccc2)c1=O
  -0.2	1.4
COc1cccc(/C=N/NC(=O)c2ccc([N+](=O)[O-])cc2Cl)c1O
  -0.7	20.7
O=C(Nc1ccccc1)N1CCC(n2c(=O)[nH]c3ccccc32)CC1
  1.0	4.7
Cc1ccc(S(=O)(=O)N/N=c2\oc3ccccc3cc2C(=O)Nc2cccc(C)c2)cc1
  -1.6	11.0
CS(=O)(=O)Nc1ccc(C2=NN(C(=O)c3ccco3)C(c3ccc(F)cc3)C2)cc1 (stereo unspecified)
  3.9	18.7
CCN(CC)CCCNc1nc2ccccc2c2nc(-c3ccncc3)nn12
  0.8	3.2
CCN(CC)CCCNC(=O)Cn1nc(-c2ccccc2)ccc1=O
  -1.3	16.7
N#Cc1cc(N)ccc1Sc1ccc(Cl)cc1
  -1.2	23.8
Cc1c(Cl)cccc1-n1c(SCC(=O)NCc2ccccc2Cl)nnc1-c1ccncc1
  0.3	3.8
CC(=O)C1=C(C)NC(SCC(N)=O)=C(C#N)C1C (stereo unspecified)
  -0.9	10.3
CCc1cc(=O)oc2cc(C)cc(OCC(=O)NCc3ccccn3)c12
  -1.2	12.3
CCS(=O)(=O)N1CCC(NC(=O)C(Cc2ccc(OC)c(OC)c2)NC(C)=O)CC1 (stereo unspecified)
  -1.1	-3.8

# Other entries:
# Value order – STK33 kinase inh	OX1R antag
C[C@H](NS(=O)(=O)c1ccccc1F)C(=O)OCC(=O)N1CCc2ccccc21
  1.2	21.3
O=C(CNC(=O)OCc1ccccc1)Oc1cc2oc(=O)cc(-c3ccccc3)c2cc1Cl
  1.0	25.5
Cc1ccc(N/C(N)=N/c2nc(C)cc(C)n2)cc1
  ·	17.5
O=C(c1ccco1)N1CCN(c2ccc(F)cc2)CC1
  -0.1	12.6
Cc1cccc(C)c1NC(=O)c1cccc2c1-c1ccccc1C2=O
  -2.2	20.3
O=c1[nH]c(CSc2ccccn2)nc2c1oc1ccccc12
  -0.6	27.1
CC1CCc2c(sc3ncnc(N4CCOCC4)c23)C1 (stereo unspecified)
  3.3	13.1
C=CCn1c(N)c(C(=O)Nc2ccc(C)c(C)c2)c2nc3ccccc3nc21
  12.6	7.9
Cn1c(=O)c2[nH]c(N3CCN(c4cccc(O)c4)CC3)nc2n(C)c1=O
  -0.9	21.7
CCOC(=O)c1cc(/C(C)=N/OC(=O)c2ccc(Cl)cc2)on1
  -1.4	4.6

# (next part)
SMILES | STK33 kinase inh | OX1R antag
CCCCn1c(N)c(N(CC)C(=O)c2ccc(N3CCCC3=O)cc2)c(=O)[nH]c1=O | · | 24.8
CC(CC(=O)N1CCN(c2ccc(C(F)(F)F)cn2)CC1)n1ccnc1 (stereo unspecified) | 0.0 | 6.0
C/C(=N\Nc1ccc(Cl)c(C(=O)O)c1)c1cccc2ccccc12 | -0.4 | 23.5
COc1ccccc1C(=O)C1CCCN(C(=O)c2cn3cc(Cl)ccc3n2)C1 (stereo unspecified) | 0.3 | 17.1
CCOC(=O)c1cc(-c2ccc(/C=C3/C(=O)NC(=O)C(C#N)=C3C)o2)ccc1Cl | 1.3 | 31.8
O=P(c1ccccc1)(c1ccccc1)c1cc(S(=O)(=O)O)ccc1O | 0.3 | ·
CN(Cc1cn(-c2ccccc2)nc1-c1ccc2c(c1)OCO2)Cc1nccn1C | -0.3 | 10.8
CSc1nc2ccc(NS(=O)(=O)c3cccc(Cl)c3Cl)cc2s1 | -0.8 | 30.1
COC(=O)Cc1cn(-c2ncc(C(F)(F)F)cc2Cl)c2ccccc12 | -1.1 | 13.5
COCCn1c(C)cc(C(=O)CSc2nnc3ccccn23)c1C | -0.2 | 4.4
O=C(NCc1ccco1)c1ccc(Cl)s1 | -0.6 | 15.8
Cc1ccc(OCC(=O)N/N=C\c2ccc(-c3cccc(C(=O)O)c3)o2)c(C)c1 | -2.6 | 9.3
Cc1ccc(N/N=C2\CC(=O)c3ccccc32)cc1Cl | -1.2 | 23.9
Cc1ccc(C(=O)Nc2nc3ccc(Cl)cc3s2)o1 | 0.3 | 20.8
COc1ccc(C2c3ccc(O)cc3Oc3ncn(Cc4ccco4)c(=N)c32)cc1OC (stereo unspecified) | 1.5 | 14.1
COc1ccc(-c2cc3cc(F)ccc3cn2)cc1 | -1.2 | 13.4
COC(=O)CSc1nc2sccc2c(=O)n1-c1ccccc1 | 0.4 | 11.6
COc1ccc(N(C)C(=O)Nc2ccc3c(c2)nnn3C)cc1 | -0.1 | 15.0
CC(=O)c1ccc(NC(=O)COC(=O)CCC2CCCC2)cc1 | 0.2 | 5.1
O=C(Cn1cc(/C=C\[N+](=O)[O-])c2ccccc21)Nc1ccccc1 | 0.9 | 25.6
O=C(CSc1nnnn1-c1ccc2c(c1)OCO2)NCc1ccccc1 | 0.7 | 20.5
NC(=O)C1CCN(C(=O)c2ccco2)CC1 | -1.3 | -0.1
Cc1cc(Cl)ccc1OCC(=O)Nc1cccnc1 | 0.2 | 13.5
COc1ccc(CN2CCN(Cc3ccc4ccccc4c3)CC2)cc1OC | -0.4 | 8.9
CNC(=O)CN(C1CCCCC1)S(=O)(=O)c1ccc(OC)c(Cl)c1 | -0.2 | 7.9
COC(=O)C1=NNC2(c3ccc(C)cc3)C(=O)N(c3ccc(C)cc3)C(=O)C12 (stereo unspecified) | -1.8 | 12.8
O=C(Nc1ccccc1C(=O)N1CCCCC1)c1ccccc1C(F)(F)F | -1.0 | 26.4
Cc1cc(C(=O)Cn2nc(C(=O)O)c3ccccc3c2=O)c(C)n1-c1ccc(F)cc1 | -0.6 | 30.6
CCCOc1ccc(-c2c(C(=O)N/N=C(\C)c3ccncc3)nnn2-c2nonc2N)cc1 | 0.7 | 13.5
Cc1ccccc1-n1nnnc1SCC(=O)Nc1ccc(N2CCN(C)CC2)cc1 | 1.2 | 17.0
O=C(Nc1nc(-c2ccccc2)cs1)C1CCCCN1S(=O)(=O)c1ccc(Cl)cc1 (stereo unspecified) | -1.0 | 23.6
CCCc1cc(-c2nc(-c3ccc(Br)cc3)cs2)ccn1 | -1.8 | 18.1
COC(=O)c1ccccc1NC(=O)Oc1ccc(F)cc1 | 0.2 | 2.5
O=C(/C=C/c1ccccc1Cl)NCCc1ccccc1 | 2.0 | -2.8
Cc1cc(-c2ccc(C(C)C)c(S(=O)(=O)NCCN3CCC(C)CC3)c2)on1 | -1.0 | 12.7
c1ccc2ccccc2c1 | -0.7 | -0.8
Cc1cc(C)nc(NS(=O)(=O)c2ccc(NC(=O)CN3C(=O)S/C(=C\c4ccccc4)C3=O)cc2)n1 | -0.7 | 28.5
COc1cc2c(cc1OC)C(c1ccc(Br)cc1)CC(=O)N2 (stereo unspecified) | -2.2 | ·
CCOc1ccccc1NC(=O)NCCc1c[nH]c2ccccc12 | -0.2 | 2.1
Cc1ccc(-c2cc3cccc[n+]3cc2-c2ccc(C)cc2)cc1 | -0.8 | 33.0
O=C(N/N=C1\CCCc2c1[nH]c1ccc([N+](=O)[O-])cc21)c1ccncc1 | -1.0 | 2.9
CCCOc1cc(C)c(S(=O)(=O)NC2CC(C)(C)NC(C)(C)C2)cc1C | 0.9 | 8.7
CC(=O)c1cn(CC(=O)Nc2ccccc2C)c2ccccc12 | -0.3 | 8.3
Cc1ccsc1S(=O)(=O)N1CCCC(CCC(=O)NCc2ccccc2F)C1 (stereo unspecified) | · | 19.1
COc1ccc(-c2cc(=Nc3c(C)n(C)n(-c4ccccc4)c3=O)c3ccccc3o2)cc1 | 0.7 | 54.9*
Cc1ccc(CSc2n[nH]c(N)n2)cc1 | 1.5 | 21.9
O=C(Nc1ccc(Cl)cc1)c1ccc(-c2ccccn2)s1 | -0.8 | 4.2
O=C1NC[C@@H](Cc2cccc3ccccc23)N(CCCCC2CCCCC2)C1=O | -1.5 | 8.9
CCN(CC)S(=O)(=O)c1ccc(N2CCCC2)c(NC(=O)c2ccncc2)c1 | -1.5 | 14.7
CCc1ccc(-c2cc3c(=O)n(CC(=O)NCCCN4CCN(Cc5ccccc5)CC4)nc(C)n3n2)cc1 | -3.2 | 2.3

# Compound profiles, from the list above:
# COc1ccc(-c2cc(=Nc3c(C)n(C)n(-c4ccccc4)c3=O)c3ccccc3o2)cc1 across the screens: STK33 kinase inh: 0.7; OX1R antag: 54.9*
# O=C(Nc1ccc(Cl)cc1)c1ccc(-c2ccccn2)s1 across the screens: STK33 kinase inh: -0.8; OX1R antag: 4.2

# Retrieved one by one from the entries so far, 3 records:
SMILES | STK33 kinase inh | OX1R antag
CCCOc1cc(C)c(S(=O)(=O)NC2CC(C)(C)NC(C)(C)C2)cc1C | 0.9 | 8.7
Cc1ccc(CSc2n[nH]c(N)n2)cc1 | 1.5 | 21.9
CC(=O)c1cn(CC(=O)Nc2ccccc2C)c2ccccc12 | -0.3 | 8.3

# Carrying on.
SMILES | STK33 kinase inh | OX1R antag
CN(C)CC(C)(C)CN=Cc1c(O)[nH]c2ccccc12 | -0.8 | 18.2
CC(=O)OCC1=C(C(=O)O)N2C(=O)C(NC(=O)C(C)Cn3nc(C)c(Cl)c3C)C2SC1 (stereo unspecified) | -2.0 | 7.5
CCCCN(C(=O)CC1OC(=O)c2ccccc21)c1c(N)n(CCCC)c(=O)[nH]c1=O (stereo unspecified) | -0.4 | 10.2
COc1cccc(C2C(C(=O)c3ccco3)=C(O)C(=O)N2CCN(C)C)c1OC (stereo unspecified) | -0.4 | 1.1
CC(C)(C)c1ccc(NC(=O)CSc2n[nH]c(=O)n2C2CC2)cc1 | -1.9 | 3.4
Cc1ccc(C(=O)NCc2nnc(SCC(=O)Nc3ccccc3)n2C)cc1 | -1.2 | 10.2
CN(c1ccc(C(=O)Nc2cccc([N+](=O)[O-])c2)cc1)S(C)(=O)=O | -0.3 | 10.1
O=C(NCCO)c1cc2ccccc2c(=O)s1 | -1.1 | 62.6
C/C(=N\NC(=O)Cc1cccn1C)c1ccc2ccccc2c1 | -2.2 | 27.4
COc1ccc(OCCN2C(=O)c3ccccc3C2=O)cc1 | -1.0 | 12.1
COc1cccc(-c2nc(CS(=O)(=O)CC(=O)N3CCN(C)CC3)c(C)o2)c1 | -0.2 | 18.3
COC(=O)c1ccc(CO/N=C/c2cccc([N+](=O)[O-])c2)cc1 | -0.2 | 6.0
